Assay outcomes: PubChem, Sanford-Burnham Center for Chemical Genomics
MT1-MMP act inh: blockers of MT1-MMP proenzyme processing, primary screen, HT1080 RFP-PRO-GFP cells, GFP/RFP fluorescence; Matrix metalloproteinase-14 (Homo sapiens), P50281; GFP/RFP ratio fluorescence, overnight; percent of plate control window, DMSO zero; GFP/RFP ratio change, % at 20 µM; hit rate 0.061% among 360,000; AID 651647, 2012;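 active means GFP/RFP ratio change of at least 30% with cell ATP level not reduced by more than half and red fluorescence within 50% of control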; further: strong numbers were not always called active
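Assay system: HT1080 RFP-PRO-GFP cells. Benchmarks: DMSO vehicle wells and RFP-L50D-GFP reporter cell wells. Times: overnight cell settling, then overnight compound exposure, 37 °C, 5% CO2. Compound: 20 µM single dose, 1% DMSO. Read-out basis: GFP/RFP fluorescence ratio.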
STEP block: STEP phosphatase inhibitors, primary screen, biochemical, fluorescence intensity, uHTS. inhibition, % at 20 µM. recombinant STEP, OMFP fluorogenic substrate. Tyrosine-protein phosphatase non-receptor type 5 (Homo sapiens), P54829. hit rate 0.25% among 360,000. AID 588621, 2011;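 active means inhibition at 20 µM, scaled per plate between control wells, above about 37%, limit read from the data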;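 further: 0% = DMSO with enzyme and substrate and 100% = substrate only without enzyme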
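Measure: Control-normalized % inhibition with plate pattern correction | Test system: STEP phosphatase, cell-free reaction | Medium: pH 6.0 Bis-Tris with DTT and Tween 20 | Technique: Fluorescence, 480/540 nm | Times: Reaction 20 min, ambient temperature | Doses: Single compound dose of 20 µM, 1% DMSO final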
NadD inh: inhibitors of S. aureus NadD, primary screen, biochemical, colorimetric, uHTS; purified NadD enzyme, colorimetric absorbance read-out; inhibition, % at 20 µM; hit rate 0.78% among 360,000; AID 602399, 2012; in the data active means inhibition above about 26%; further: some compounds past the cut are filed as inactive
Rpn11 inh: Rpn11 (PSMD14) deubiquitinase inhibitors, primary screen, biochemical, fluorescence polarization, uHTS; human 26S proteasome, Ub4-pepOG fluorescence polarization; 20S core pre-blocked with epoxomicin; calls only at 20 µM; hit rate 0.59% among 360,000; AID 588493, 2011;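 active means inhibition at 20 µM, scaled to each plate's controls, above about 33%, limit read from the data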
Target sequence (O00487 whole entry, looked up): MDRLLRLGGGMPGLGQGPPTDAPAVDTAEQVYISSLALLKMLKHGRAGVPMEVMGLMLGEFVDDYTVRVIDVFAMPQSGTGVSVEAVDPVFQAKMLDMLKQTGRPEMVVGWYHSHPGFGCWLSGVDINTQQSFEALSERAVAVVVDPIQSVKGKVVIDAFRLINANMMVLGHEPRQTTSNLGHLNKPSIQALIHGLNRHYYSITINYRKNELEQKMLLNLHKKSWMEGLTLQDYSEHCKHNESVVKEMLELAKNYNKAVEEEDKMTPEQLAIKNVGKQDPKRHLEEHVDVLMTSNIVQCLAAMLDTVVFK
LMPTP inh: LMPTP phosphatase inhibitors, primary screen, biochemical, fluorescence intensity, uHTS; inhibition, % at 20 µM; hit rate 0.22% among 360,000; recombinant LMPTP-A, OMFP fluorogenic substrate;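 active means compounds that cut the enzyme signal by at least half of the control window in the single-dose screen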;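 further: plate controls were DMSO wells with enzyme plus substrate for no effect and substrate without enzyme for full effect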
Target sequence (P24666 whole entry, looked up): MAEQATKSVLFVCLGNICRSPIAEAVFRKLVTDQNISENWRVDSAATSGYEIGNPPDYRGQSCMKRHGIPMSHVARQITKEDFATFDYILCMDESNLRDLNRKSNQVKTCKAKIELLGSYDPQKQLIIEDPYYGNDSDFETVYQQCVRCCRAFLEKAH
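Assay system: LMPTP-A enzyme. Input: 0.625 nM LMPTP-A final. Probe or stimulus: 400 µM OMFP. Compound dosing: single 20 µM dose. Schedule: 50 min dark incubation at room temperature. Detection: fluorescence intensity of OMFP turnover product. Read-out: percent inhibition versus substrate-only and uninhibited controls. Benchmarks: no-enzyme low control, uninhibited high control.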
SUMO1 PPI mod: modulators of SUMO1 protein-protein interactions, primary screen, biochemical, uHTS; Small ubiquitin-related modifier 1 (Homo sapiens), P63165; SUMO1 binding to a labelled peptide, TR-FRET, 1 h; inhibition, % at 20 µM; hit rate 0.33% among 360,000; in the data active means inhibition above about 37%
Target sequence (P63165 whole entry, looked up): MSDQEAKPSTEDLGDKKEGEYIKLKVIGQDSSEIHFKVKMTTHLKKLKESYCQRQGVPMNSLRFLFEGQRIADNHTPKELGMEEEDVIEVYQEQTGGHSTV
DNMT1 block: human DNMT1 methyltransferase inhibitors, primary screen, biochemical, molecular beacon, fluorescence, HinP1I cleavage, uHTS; DNA (cytosine-5)-methyltransferase 1 (Homo sapiens), P26358; inhibition (reported as % activation of signal), % at 10 µM; hit rate 0.83% among 360,000; AID 588458, 2011; in the data active means inhibition above about 50%
SKN-1 inh: suppressors of acrylamide-induced Pgst-4::GFP reporter in worms, primary screen, SKN-1 inhibitor project, whole organism, uHTS, GFP/RFP fluorescence ratio, strain VP596; C. elegans VP596 Pgst-4::GFP/RFP ratio, 24 h; hit rate 0.49% among 360,000; inhibition, % at 21.8 µM;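 active means interference check ratio from 0.5 to 1.5 plus GFP to RFP signal ratio inhibition reaching or exceeding a fixed threshold, cut at about 30% in these data, passing the limit was not always enough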; further: some compounds called inactive have numbers as strong as hits
NRP1-CendR mod: modulators of CendR peptide binding to NRP-1, primary screen, biochemical, fluorescence polarization, uHTS; FAM-RPARPAR peptide binding to NRP-1; hit rate 0.85% among 360,000; inhibition, % at 25 µM; AID 602438, 2012; Neuropilin-1 (Homo sapiens), O14786;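 active means inhibition or corrected inhibition above about 18%, plus a signal ratio from 0.5 to 1.5, limit read from the data, passing the limit was not always enough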; further: strong numbers were not always called active
Scp-1 inhibitor: Scp-1 phosphatase inhibitors, primary screen, biochemical, colorimetric, uHTS. AID 493091, 2011. hit rate 0.88% among 340,000. inhibition, % at 20 µM. Recombinant Scp1, phosphopeptide, malachite green phosphate absorbance. Carboxy-terminal domain RNA polymerase II polypeptide A small phosphatase 1 (Homo …;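 active means inhibition above about 50% at 20 µM, limit read from the data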;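 further: plate controls were DMSO wells with enzyme for no effect and wells lacking enzyme for full effect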
Target sequence (Q9GZU7 76-261 limits assumed): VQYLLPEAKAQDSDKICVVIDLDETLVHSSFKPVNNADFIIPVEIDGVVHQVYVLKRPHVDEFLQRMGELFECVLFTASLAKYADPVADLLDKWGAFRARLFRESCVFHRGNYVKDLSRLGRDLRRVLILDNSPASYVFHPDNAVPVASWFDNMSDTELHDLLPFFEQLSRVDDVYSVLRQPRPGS
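Test system: SCP-1 phosphatase catalytic domain, residues 76-261; measured by: colorimetric phosphate reagent with accelerator and stabiliser, absorbance at 630 nm; timing: enzyme reaction 45 min at room temperature, colour 5 min, stabilisation 30 min; also added: Phosphorylated 17-residue peptide substrate; compound dosing: one concentration, 20 µM, with 1.0% DMSO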
* hit, by the source's call; i = inactive; / = not tested or not shown.

Values in the order: Rpn11 inh, STEP block, SUMO1 PPI mod, Scp-1 inhibitor, NRP1-CendR mod, SKN-1 inh, LMPTP inh, NadD inh, MT1-MMP act inh, DNMT1 block
[1] O=C(CC(NS(=O)(=O)c1ccc(Cl)cc1)c1ccco1)NC1CCCC1 (stereo not given)
  i, 1, -6, -5, -11, 13, -0.1, 1, 5, 2
[2] O=C(NN1C(=O)C2C(C1=O)C1C=CC2C12CC2)c1ccccc1Cl (stereo not given)
  i, 2, 2, -1, -6, -17, -1.5, -32, 1, -6
[3] O=C(NNC(=O)C1CC1)c1cccc([N+](=O)[O-])c1
  i, 1, -25, -7, 10, 10, -1.7, -1, -5, -1
[4] COC(=O)c1ccc(NC(=O)C(=O)c2cn(CC(=O)N3CCOCC3)c3ccccc23)cc1
  i, 5, -1, 18, 4, -10, -1.4, 0, -1, 16
[5] O=C(O)c1sccc1S(=O)(=O)N1CCOCC1
  i, -3, 5, 0, -2, 6, -1.4, -3, 0, 2
[6] NC(=O)c1nsc(C(=O)N(Cc2cccnc2)C(C(=O)NCc2ccc(F)cc2)c2ccc(O)cc2)c1N (stereo not given)
  i, 1, -25, -5, 1, 5, -1.4, -1, 0, 0
[7] COC(=O)c1nn(-c2ccccc2)c(Cl)c1/C=N/OCc1ccc(C)cc1
  i, 6, 0, -7, -3, -20, 2.8, -3, -7, -6
[8] Cc1cc([N+](=O)[O-])ccc1NC(=O)c1cc2ccccc2o1
  i, 2, -7, -10, 1, -6, -0.1, 0, 4, 0
[9] CC1(C)Cc2ccccc2-c2nnc(SCc3ccc(C#N)cc3)n21
  i, 0, 5, 0, -14, -1, 0.7, 5, 0, 3
[10] O=C(COc1ccc(Cl)cc1)Nc1cc2c3c(c1)CC(=O)N3CCC2
  i, -1, 6, -1, 10, 10, 1.4, 0, -7, -3
[11] Cc1nnc(SCC(=O)NC2CCCc3c2cnn3-c2ccccc2F)o1 (stereo not given)
  i, 1, 3, -3, 7, 2, -0.3, -3, -2, 0
[12] CCN(CCCn1c(=S)[nH]c2ccc(N3CCOCC3)cc2c1=O)c1ccccc1
  i, 4, -4, -5, 0, 10, 1.3, -1, 0, 5
[13] C=CCCC(=O)NC1CCCc2c1cnn2-c1ccccc1F (stereo not given)
  i, -2, 6, -8, 3, 1, -1.8, -5, 5, 7
[14] COc1cc(C(=O)OCCCN2CCOCC2)ccc1O
  i, 0, -1, -5, 9, 11, -1.3, -5, 2, -4
[15] Cc1ccc(CN2C(=O)CCC2C(=O)NCc2cccnc2)cc1 (stereo not given)
  i, 1, 1, 0, 18, 19, -2.0, -12, 2, -2
[16] COc1ccc(C(=O)CSc2nnc(CN3CCCCC3)n2-c2ccc(F)cc2)cc1OC
  i, 0, -3, -2, 10, 6, -1.6, -1, -3, -4
[17] COc1ccc2cc(CN(CC3COCCO3)S(=O)(=O)c3ccccc3)c(=O)[nH]c2c1 (stereo not given)
  i, 0, 18, -7, 5, -28, 1.1, 1, /, 1
[18] CN(C(=O)C12CC3CC(CC(C3)C1)C2)C1CCS(=O)(=O)C1 (stereo not given)
  i, 3, -1, -18, 3, 4, -0.5, 5, 2, 2
[19] O=S(=O)(CCCc1ccccc1)c1ncn[nH]1
  i, 3, 2, -12, 9, -7, -2.2, -1, 2, -1
[20] CC(C)CN(CC(C)C)C(=O)CN1c2cccc3cccc(c23)S1(=O)=O
  i, 2, -10, -5, -12, 10, -0.8, -6, 8, -5

A few values from the list.
NRP1-CendR mod with no. 11 stands at 7
SKN-1 inh with no. 1 stands at 13
DNMT1 block with no. 8 stands at 0
NadD inh with no. 14 stands at -5
SKN-1 inh with no. 7 stands at -20
SKN-1 inh with no. 15 stands at 19
STEP block with no. 12 stands at 4

Next section.
Values in the order: Rpn11 inh, STEP block, SUMO1 PPI mod, Scp-1 inhibitor, NRP1-CendR mod, SKN-1 inh, LMPTP inh, NadD inh, MT1-MMP act inh, DNMT1 block
[21] CC[C@]1(C(=O)OC)[C@H]2C(=O)N(Cc3ccccc3)C(=O)[C@H]2[C@H]2CN=C(SCc3ccc(C#N)cc3)N21
  i, 4, 5, 4, 8, -15, 0.2, 2, 5, 5
[22] Cc1oc(-c2cccc(Br)c2)[n+]([O-])c1C
  i, -1, -1, 1, 0, -3, -1.1, -4, 2, 1
[23] CCOC(=O)N1CCN(CC(=O)Nc2cc(OC)c(OC)cc2C#N)CC1
  i, 2, 1, 0, -6, 2, -0.3, -1, 1, 5
[24] COc1ccc(N(C)S(=O)(=O)c2cccc(C(=O)OCC(=O)NCc3ccccc3OC)c2)cc1
  i, 0, -1, -16, 2, -1, 3.4, -6, 3, -3
[25] COc1ccc(OC)c(S(=O)(=O)N2CCCC(C(=O)NCc3cccnc3)C2)c1 (stereo not given)
  i, 1, -3, -3, 0, 8, -0.5, -1, -1, 0
[26] CC(=O)N1CCOc2ccc(S(=O)(=O)NCCc3cccc(C)c3)cc21
  i, 0, -3, 1, 11, 2, 0.7, 1, 1, 0
[27] CC(C)(C)c1ccc(C(=O)N/N=C2\C3CN4CCN(C3)CC2(c2ccccc2)C4)cc1
  i, -2, 2, 1, 8, 5, -3.4, 0, 0, 1
[28] CCSc1nc(O)c(C(c2cccc(OC)c2)c2c(O)nc(SCC)[nH]c2=O)c(=O)[nH]1
  i, 0, 7, -2, -8, -1, -3.6, 3, -3, 1
[29] COc1ccc(Nc2nnc(SCC(=O)c3cc(C)n(CC4CCCO4)c3C)s2)cc1 (stereo not given)
  i, -1, 5, -3, -4, 13, 4.6, 6, -6, -6
[30] COc1ccc(-c2csc(N(C)C(=O)c3ccco3)n2)cc1
  i, -2, 6, -8, 0, -1, 1.3, 0, 1, 0
[31] COc1ccc(C(=O)N/N=C/c2ccc(SC)cc2)cc1
  i, 2, -8, -2, 0, 2, -0.3, 4, 6, -1
[32] CCN(CC)CCNc1ncnc2c1sc1nc(N3CCOCC3)c3c(c12)CCCC3
  i, 6, 10, -12, -12, -1, 7.7, -12, -3, 3
[33] C/C(=N\NS(=O)(=O)c1ccc(Cl)c([N+](=O)[O-])c1)c1ccc(C)o1
  i, 1, -3, -2, -7, -6, 55*, 10, 15, 23
[34] Cc1nc2ccccc2c2oc(C(=O)NCCCN3CCCC3=O)cc12
  i, -1, 4, -4, -2, 5, 0.3, -6, 2, 5
[35] CC(=O)c1cccc(N(CC(=O)NC2CCCCC2)C(=O)c2csnn2)c1
  i, 5, 0, -10, 6, 17, 0.3, -3, -3, 1
[36] Cc1cc2ccccc2c(=O)n1CC(=O)Nc1ccc2c(c1)OCCO2
  i, -2, 2, 9, -7, -1, -0.8, -4, 2, 4
[37] CCOc1ccc(C(=O)Nc2nnc(NC(=S)Nc3ccccc3)s2)cc1
  i, -2, 3, -14, -13, 12, -1.8, 35*, 7, -7
[38] CCOCCCNC(=O)c1ccc(NC(C)=O)cc1
  i, -1, -1, 0, 12, -14, -0.2, -2, 5, 1
[39] C#Cc1ccc([C@H]2C=C(C(=O)N3CCOCC3)O[C@@H](OCC)[C@@H]2CCCO)cc1
  i, 2, -1, -2, 24, 33, -1.4, -3, -10, -1
[40] CCCCNC(=O)c1ccccc1C(=O)NC1(C(=O)NCCCC)CCCC1
  i, -3, -2, 0, -6, 8, -1.0, 1, -2, -10
[41] COc1ccc(-c2cc(C#N)nc(N3CCN(c4ccccc4)CC3)n2)cc1
  i, 3, 2, -2, -5, -4, 0.5, 2, 5, 4
[42] COCCN(Cc1cc2cc3c(cc2nc1Cl)OCO3)C(=O)c1cccc(C)c1
  i, -4, 3, -12, -1, 3, -0.7, 1, -2, 0

2 entries from above, with tabs.
no.	Structure	Rpn11 inh	STEP block	SUMO1 PPI mod	Scp-1 inhibitor	NRP1-CendR mod	SKN-1 inh	LMPTP inh	NadD inh	MT1-MMP act inh	DNMT1 block
26	CC(=O)N1CCOc2ccc(S(=O)(=O)NCCc3cccc(C)c3)cc21	i	0	-3	1	11	2	0.7	1	1	0
27	CC(C)(C)c1ccc(C(=O)N/N=C2\C3CN4CCN(C3)CC2(c2ccccc2)C4)cc1	i	-2	2	1	8	5	-3.4	0	0	1

Records 39 through 42, quoted:
Values in the order: Rpn11 inh, STEP block, SUMO1 PPI mod, Scp-1 inhibitor, NRP1-CendR mod, SKN-1 inh, LMPTP inh, NadD inh, MT1-MMP act inh, DNMT1 block
[39] C#Cc1ccc([C@H]2C=C(C(=O)N3CCOCC3)O[C@@H](OCC)[C@@H]2CCCO)cc1
  i, 2, -1, -2, 24, 33, -1.4, -3, -10, -1
[40] CCCCNC(=O)c1ccccc1C(=O)NC1(C(=O)NCCCC)CCCC1
  i, -3, -2, 0, -6, 8, -1.0, 1, -2, -10
[41] COc1ccc(-c2cc(C#N)nc(N3CCN(c4ccccc4)CC3)n2)cc1
  i, 3, 2, -2, -5, -4, 0.5, 2, 5, 4
[42] COCCN(Cc1cc2cc3c(cc2nc1Cl)OCO3)C(=O)c1cccc(C)c1
  i, -4, 3, -12, -1, 3, -0.7, 1, -2, 0

The order is random; about 3.9% have a hit in one of these screens.
